Compound activity from PubChem BioAssay.
PfGluPho inh: PfG6PD (Plasmodium falciparum) enzyme inhibition. inhibition, % at 20 µM. 0.78% of 350,000 active. PfGluPho enzyme, NADPH resazurin-diaphorase fluorescence. AID 504690;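 active means inhibition reaching at least a set limit at 20 µM in the primary screen, cut at about 59% in these data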;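 further: 0% = DMSO wells with substrate and 100% = DMSO wells lacking glucose-6-phosphate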
SENP1 FRET inh: inhibitors of human SENP1 SUMO protease catalytic domain; Q9P0U3; recombinant SENP1 catalytic domain, CyPet-SUMO1-YPet FRET cleavage; inhibition, % at 10 µM; 0.21% of 360,000 active;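 active means inhibition at least 30% at 10 µM, raw YFP signal under a set limit, fluorescence ratio 0.5 to 1.5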;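 further: 0% = enzyme with DMSO and 100% = no enzyme wells; some results filed as inactive read as strong as hits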
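Material – human SENP1 catalytic domain · Input – SENP1 enzyme, 20 pM final · Compound dosing – single concentration of 10 µM compound, 0.5% DMSO final · Timing – enzyme reaction for 50 min at room temperature, dark · Measured by – FRET fluorescence in CFP and YFP emission channels · Control set – no-enzyme wells low, DMSO-plus-enzyme wells high control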
SENP8 block-1: blocks human SENP8 cleavage of Nedd8 substrate | inhibition, % at 20 µM | 0.64% of 360,000 active | Q96LD8 | recombinant SENP8, Nedd8 substrate fluorescence | AID 602440; in the data active means inhibition mostly above about 40%, no sharp cut-off; inactive means mostly below about 27%
Target sequence (Q96LD8 whole entry, looked up): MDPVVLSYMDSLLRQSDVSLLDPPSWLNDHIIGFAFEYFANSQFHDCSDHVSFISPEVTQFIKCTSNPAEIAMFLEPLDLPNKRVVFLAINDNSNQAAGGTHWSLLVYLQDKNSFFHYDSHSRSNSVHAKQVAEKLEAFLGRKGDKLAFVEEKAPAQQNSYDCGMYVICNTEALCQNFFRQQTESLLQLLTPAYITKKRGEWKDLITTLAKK
Apaf-1 inh: blocks human Apaf-1 apoptosome activity | inhibition, % at 20 µM | reconstituted apoptosome caspase-3 activity, DEVD-Rh110 fluorescence | AID 489030 | O14727 | 0.71% of 330,000 active; active means inhibition of at least 40% at 20 µM;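 further: plate controls were DMSO wells for no effect and DEVD-CHO caspase inhibitor wells for full effect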
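Material: reconstituted apoptosome with Apaf-1, cytochrome c, caspase-9, procaspase-3, dATP. Technique: Rh110 fluorescence intensity. Buffer or medium: pH 7.5 Hepes buffer with CHAPS, BSA, DTT. Times: 30 min plus 50 min, RT.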
SENP7 inh: blocks the human protease SENP7 | Q9BQF6 | recombinant SENP7, Z-RLRGG-aminoluciferin luminescence, 40 min | inhibition, % at 5 µM | 1.5% of 330,000 active;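 active means inhibition above about 50% at the single test dose, limit read from the data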;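 further: plate controls were DMSO with enzyme for no effect and no enzyme buffer wells for full effect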
SENP8 block-2: blocks the human protease SENP8; Q96LD8; purified SENP8, Z-RLRGG-aminoluciferin cleavage, luminescence; inhibition, % at 10 µM; 1.2% of 330,000 active; AID 2540; in the data active means inhibition above about 50%
HKDC1 inh: HKDC1 (human) hexokinase inhibition; Q2TB90; recombinant HKDC1, G6PDH/diaphorase resazurin coupled fluorescence; inhibition, % at 20 µM; 0.16% of 340,000 active; AID 493160;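 active means inhibition above about 35% when tested at 20 µM, limit read from the data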;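 further: plate controls were DMSO wells with enzyme for no effect and DMSO wells lacking enzyme for full effect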
Target sequence (Q2TB90 whole entry, looked up): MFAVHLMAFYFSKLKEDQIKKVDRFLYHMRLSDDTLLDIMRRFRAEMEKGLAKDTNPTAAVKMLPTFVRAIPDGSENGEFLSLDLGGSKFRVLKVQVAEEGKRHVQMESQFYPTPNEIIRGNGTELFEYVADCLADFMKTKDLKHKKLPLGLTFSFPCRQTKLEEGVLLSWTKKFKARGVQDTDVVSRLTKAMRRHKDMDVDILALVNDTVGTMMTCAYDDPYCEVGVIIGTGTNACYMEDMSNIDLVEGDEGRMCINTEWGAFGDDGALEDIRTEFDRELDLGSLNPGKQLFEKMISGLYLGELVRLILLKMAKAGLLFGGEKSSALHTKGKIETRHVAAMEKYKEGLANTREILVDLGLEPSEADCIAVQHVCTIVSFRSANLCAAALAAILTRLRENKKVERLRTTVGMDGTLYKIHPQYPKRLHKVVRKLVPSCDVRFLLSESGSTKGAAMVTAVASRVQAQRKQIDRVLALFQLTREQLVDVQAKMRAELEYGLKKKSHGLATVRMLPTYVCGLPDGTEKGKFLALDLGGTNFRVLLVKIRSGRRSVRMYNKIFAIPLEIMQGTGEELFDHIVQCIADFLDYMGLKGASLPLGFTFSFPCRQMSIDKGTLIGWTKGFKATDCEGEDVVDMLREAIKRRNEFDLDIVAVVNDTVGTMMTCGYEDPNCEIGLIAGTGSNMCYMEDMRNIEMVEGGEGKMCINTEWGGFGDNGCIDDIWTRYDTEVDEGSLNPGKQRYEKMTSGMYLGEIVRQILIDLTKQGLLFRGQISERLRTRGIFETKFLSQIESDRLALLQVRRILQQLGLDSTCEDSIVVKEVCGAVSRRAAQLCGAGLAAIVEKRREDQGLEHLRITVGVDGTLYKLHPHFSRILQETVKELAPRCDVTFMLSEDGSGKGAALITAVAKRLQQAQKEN
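Material – in-house recombinant HK5 (HKDC1) enzyme · Quantity – HKDC1 at 5 µg/mL · Buffer or medium – pH 8.0 Tris buffer with 10 mM MgCl2 · Reagent – glucose with 1 mM ATP · Dosing – single 20 µM dose · Times – reaction time 90 min, room temperature, protected from light · Technique – resorufin fluorescence at 613 nm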
SENP6 block: inhibitors of human SENP6 protease. 1.8% of 330,000 active. Recombinant SENP6 catalytic domain, aminoluciferin luminescence. AID 2599. Q9GZR1. inhibition, % at 10 µM;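 active means inhibition above about 50% at the single tested dose, limit read from the data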;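 further: plate controls were DMSO wells with enzyme for no effect and DMSO wells lacking enzyme for full effect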
Active calls of the source: *; . = no result given.

SMILES	PfGluPho inh	SENP1 FRET inh	SENP8 block-1	Apaf-1 inh	SENP7 inh	SENP8 block-2	HKDC1 inh	SENP6 block
O=C(NCc1cccnc1)c1noc2c1CCCC2	-5	0	13	-16	6	-2	11	-5
O=C(O)[C@@H]1CCCN1C(=O)COc1ccc2c3c(c(=O)oc2c1)CCC3	2	-2	-174	-9	-2	9	-1	-6
Cc1ccc(/C=C/C(=O)Nc2cccc(S(=O)(=O)N3CCOCC3)c2)o1	49	-8	-35	-9	0	-3	6	1
Cc1nn(C)c(C(=O)Sc2cccc(Cl)c2)c1[N+](=O)[O-]	24	1	-2	-16	14	-3	3	-12
O=Cc1ccc(Sc2ncccn2)o1	6	-1	-8	.	.	.	-1	.
CCC(CC)COC(=O)C(C#N)c1nc2ccccc2nc1N1CCOCC1 (stereo not drawn)	23	-35	2	11	-1	4	6	-11
NS(=O)(=O)c1cccc(NC(=O)COC(=O)CCC2CCCC2)c1	10	3	13	-3	8	4	-3	16
O=C1c2ccccc2C(=O)N1Cc1cc(-c2ccccc2Cl)no1	-20	2	11	4	-1	2	-6	-14
COc1ccccc1-c1nnc(SC/C(O)=C(\C#N)c2nc3ccccc3[nH]2)n1C1CCCCC1	-21	-28	3	18	2	-6	2	-7
COC(=O)C1CN(C(=O)COc2ccccc2)c2ccccc2O1 (stereo not drawn)	-5	1	22	8	-2	4	-4	-6
O=C(CN1CCC(NC(=O)c2ccccc2)CC1)NCc1ccccc1F	-7	3	8	-1	5	3	-1	-6
CN(C)c1ccc(CN(C(=O)/C=C/c2ccco2)C2CCS(=O)(=O)C2)cc1 (stereo not drawn)	5	1	18	-2	12	4	-4	1
COc1ccc(CNC(=O)CCc2nc3cc(S(=O)(=O)N(C)C)ccc3n2C)cc1OC	9	0	8	-9	-9	-8	6	-6
CCOc1cnc(-c2ccc(Cl)cc2)o1	-5	0	-26	7	28	5	-7	33
CCNc1nc(SC)nc(N(C#N)CC(=O)OC)n1	-3	2	6	2	-14	-7	-3	-23
CC(C)C(=O)Nc1nnc(Cc2c[nH]c3ccccc23)s1	-5	-3	-8	-19	5	0	-4	-9
Cc1ccc2cc(COC(=O)C3CCCO3)c(=O)[nH]c2c1 (stereo not drawn)	2	2	-110	-6	5	4	-1	-6
COc1cccc(CNC(=O)C23CN(Cc4ccccc4)CC2C(c2ccc([N+](=O)[O-])cc2)=NO3)c1 (stereo not drawn)	18	3	22	17	-13	-9	5	-21
COc1ccc(-n2c(=O)c3ccccc3n(CC(=O)NC3CCCC3)c2=O)c(OC)c1	22	1	11	-2	15	3	-1	-13
CNC(=O)/C(C#N)=C/c1c(N2CCN(c3ccc(OC)cc3)CC2)nc2c(C)cccn2c1=O	15	-46	-288	9	5	1	9	-12
O=C(CSc1nnc(Cc2cc(=O)[nH]c(=O)[nH]2)n1-c1ccccc1)N1CCCCC1	26	9	10	-4	8	-3	-3	-13
COc1ccc(NC2CCCN(C(=O)CCN3CCCC3=O)C2)cc1OC (stereo not drawn)	50	-6	21	7	4	8	2	-6
O=C(NCCSCc1ccccc1)c1ccccc1	-3	0	9	1	-3	-11	10	-11
Cc1ccc(NC(=S)NC(=O)CC2CC(C)(C)OC2=O)cc1 (stereo not drawn)	-16	2	14	-9	6	2	-10	2
O=C(Nc1ccccc1Cl)C1CCCN1C(=O)OCc1ccccc1 (stereo not drawn)	-13	3	3	4	13	1	4	11
C[C@H](NC(=O)c1nc[nH]c1C(=O)N[C@H](C)c1ccccc1)C(=O)OC(C)(C)C	12	1	8	8	5	-8	1	-7
CCCC(c1nnnn1C1CCCC1)N1CCN(C(=O)c2ccco2)CC1 (stereo not drawn)	-1	0	14	-3	-5	-3	-3	-13
Cc1ccnc(NC(=O)c2ccc(NS(=O)(=O)/C=C/c3ccccc3)cc2)c1	-17	2	9	23	5	1	1	-13
O=C(CCc1nc2ccccc2[nH]c1=O)OCc1ccc(S(=O)(=O)N2CCOCC2)cc1	-14	4	-60	-14	0	-2	-5	-31
CN(C)S(=O)(=O)c1ccc(C(=O)N2CCN(C(=O)C3CCCO3)CC2)cc1 (stereo not drawn)	-11	3	4	4	12	4	-1	-2

4 entries from above, set out differently.
Order of values: PfGluPho inh | SENP1 FRET inh | SENP8 block-1 | Apaf-1 inh | SENP7 inh | SENP8 block-2 | HKDC1 inh | SENP6 block
- C[C@H](NC(=O)c1nc[nH]c1C(=O)N[C@H](C)c1ccccc1)C(=O)OC(C)(C)C
 : 12 | 1 | 8 | 8 | 5 | -8 | 1 | -7
- CCCC(c1nnnn1C1CCCC1)N1CCN(C(=O)c2ccco2)CC1 (stereo not drawn)
 : -1 | 0 | 14 | -3 | -5 | -3 | -3 | -13
- Cc1ccnc(NC(=O)c2ccc(NS(=O)(=O)/C=C/c3ccccc3)cc2)c1
 : -17 | 2 | 9 | 23 | 5 | 1 | 1 | -13
- O=C(CCc1nc2ccccc2[nH]c1=O)OCc1ccc(S(=O)(=O)N2CCOCC2)cc1
 : -14 | 4 | -60 | -14 | 0 | -2 | -5 | -31

One compound at a time, as listed above. Order of screens: PfGluPho inh, SENP1 FRET inh, SENP8 block-1, Apaf-1 inh, SENP7 inh, SENP8 block-2, HKDC1 inh, SENP6 block
Cc1ccnc(NC(=O)c2ccc(NS(=O)(=O)/C=C/c3ccccc3)cc2)c1 in the list: -17, 2, 9, 23, 5, 1, 1, -13
COc1ccc(NC2CCCN(C(=O)CCN3CCCC3=O)C2)cc1OC (stereo not drawn) in the list: 50, -6, 21, 7, 4, 8, 2, -6

(continued)
SMILES	PfGluPho inh	SENP1 FRET inh	SENP8 block-1	Apaf-1 inh	SENP7 inh	SENP8 block-2	HKDC1 inh	SENP6 block
COc1ccc(CN(C(=O)c2ccccc2OC)C2CCS(=O)(=O)C2)cc1 (stereo not drawn)	0	1	14	24	9	0	-6	2
COc1cccc(/C=C/C(=O)OCC(=O)Nc2ccccc2Sc2ccccc2)c1	20	0	-190	21	3	-8	-5	-1
Cc1cccc(Nc2nnc(SCC(=O)Nc3ccccc3[N+](=O)[O-])s2)c1	19	2	7	5	-4	-20	-1	-15
Cc1oc(C(C)(C)C)cc1C(=O)Nc1cccc(C(=O)O)c1	-15	2	6	-6	-1	-5	-7	3
COc1ccc(N=Nc2c(N)n[nH]c2N)cc1	12	3	36	10	2	-11	-1	-10
NS(=O)(=O)c1ccc(CNS(=O)(=O)c2cc(C(=O)O)ccc2Cl)cc1	-16	4	19	-12	-2	2	-3	3
COc1ccc2[nH]c3c(=O)n(N)c(C)nc3c2c1	24	2	-455	-3	5	-4	-9	7
O=C(NNC1CC(=O)N(c2ccccc2)C1=O)c1ccc(COc2ccccc2Cl)o1 (stereo not drawn)	-7	0	13	1	-2	-3	-12	12
COc1ccc(OCC(=O)N2CCN(C(=O)COc3ccccc3)CC2)cc1	27	4	16	-9	1	4	-6	0
O=C(Nc1ccc(Cl)cc1)c1cncs1	-7	2	15	-3	-1	-8	-2	-15
O=C(O)C1CCN(C(=O)CSc2nc3ccccc3s2)CC1	-9	3	-12	-6	6	2	10	-8
O=c1c(Cl)c2oc3ccccc3nc-2c2ccccc12	-4	64	32	4	-5	2	-6	-12
Nc1ccc2oc(-c3ccccc3Cl)nc2c1	2	1	-240	-7	77*	68*	22	91*
COc1ccc2nc(Nc3ccc4c(c3)OCO4)sc2c1	11	1	30	8	58*	-22	-2	9
Cc1c(NC(=O)c2nn3c(c2Br)NC(c2ccccc2)CC3C(F)(F)F)c(=O)n(-c2ccccc2)n1C (stereo not drawn)	-9	5	9	11	-5	-2	-2	5
Cc1ccc(C)n1-n1cnc2sc3c(c2c1=O)CCCCC3	-3	1	16	16	4	13	2	3
COc1ccc(-n2c(SCC(=O)O)nnc2-c2ccc(NC(=O)c3ccccc3)cc2)cc1	10	0	17	-8	0	-7	-5	-2
O=C(c1cc2ccccc2oc1=O)N1CCOCC1	-12	2	6	-4	-4	9	-3	20
O=C(COC(=O)C1=COCCO1)NC(=O)c1ccc(OC(F)F)cc1	8	1	20	1	-2	1	4	-29
COc1ccc(S(=O)(=O)N2CCC(C(N)=O)CC2)c2ccccc12	-9	4	21	0	13	-10	-5	6
CC(=O)OCCN(CCCn1c(-c2ccncc2)nc2ccccc21)c1nc(CN2CCCCC2)cs1	-8	-2	-12	4	6	-9	-3	-26
CCOc1ccc(NCC2CCOC(C)(C)C2)cc1 (stereo not drawn)	13	1	29	-4	14	-13	1	-2
Cc1ccc(C(=O)N2CCN(S(=O)(=O)c3ccc(C)c([N+](=O)[O-])c3)C2)cc1	6	3	6	1	1	-1	-13	-7
O=C(CCCn1cc([N+](=O)[O-])cn1)NC1CCCCCC1	-9	-1	14	-15	12	7	2	-2
Cc1ccc(N2C(=O)SC(N(CC(=O)O)c3cccc(C)c3)C2=O)cc1 (stereo not drawn)	-28	4	8	-4	4	-2	-1	-9
O=C(OCc1ccccn1)c1ccc(COc2ccc3ccccc3c2)o1	19	-2	26	5	-4	5	6	26
COc1cccc(NC(=O)COC(=O)CNS(=O)(=O)c2c(F)cccc2F)c1	0	-3	3	-9	1	1	-6	-1
O[C@@H](c1cc(C(F)(F)F)nc2c(C(F)(F)F)cccc12)[C@H]1CCCCN1	3	-1	10	52*	4	-10	-1	-12
CCn1c(C)nnc1SCC(=O)Nc1ccc(N2CCOCC2)cc1	9	-2	6	5	-4	-4	-9	-4
O=C1C=C(c2ccc(F)c(Cl)c2)C[C@@H](c2ccc(F)cc2)C1	-2	1	25	15	-6	-5	2	-12
Cn1nnnc1SCCNC(=O)C1CCC(=O)N(Cc2ccc(Cl)cc2)C1 (stereo not drawn)	-14	-3	12	-3	12	0	-3	-18
CC1(C)CC(NC(=O)C2CCC(=O)N(Cc3ccccc3F)C2)CC(C)(C)C1 (stereo not drawn)	10	-1	9	11	-5	4	-3	5
CSc1ccc(CNc2ccccn2)cc1	-1	1	14	-1	14	4	3	8
OC(COCc1ccccc1)CN1CCN(c2ccccc2F)CC1 (stereo not drawn)	-2	0	8	10	-3	13	5	4
O=C1CSC2(CCCCC2)N1CCO	-10	2	24	5	1	7	2	6
CC(O)c1nc2ccccc2n1CC(=O)Nc1ccc(F)cc1Cl (stereo not drawn)	-13	-3	-1	6	5	-1	-7	-13
Cc1ccc(CN2C(=O)c3ccccc3Sc3ccc(C(=O)NCCN4CCOCC4)cc32)cc1	1	3	4	9	-11	-13	-6	-9
O=C(Nc1ccccc1C(=O)NCC1CCCO1)c1ccco1 (stereo not drawn)	-3	1	4	-22	8	2	-12	1
O=C(OCc1ccc([N+](=O)[O-])cc1)c1cc(S(=O)(=O)N2CCCCC2)ccc1N1CCOCC1	1	2	-1	15	-7	5	-2	-9
COc1cc(/C=N/NC(=O)NC23CC4CC(CC(C4)C2)C3)ccc1OCC(N)=O	7	1	14	6	4	2	10	14
CC(C)C(NS(=O)(=O)c1cc(C(=O)O)ccc1Cl)C(=O)O (stereo not drawn)	2	0	10	-15	7	-2	-4	-4
CC(=O)c1ccc(NC(=O)c2cccs2)cc1	4	3	13	0	11	13	-6	32
CCOC(=O)C1CCN(CC(C)(C)NS(=O)(=O)c2ccccc2)CC1	7	1	14	4	-5	6	-4	-4
O=C(Nc1ccccc1)N(CCN1CCOCC1)Cc1cccc(Cl)c1	6	3	16	-9	0	18	12	-7
COc1ccccc1N1CCN(c2cc(C)nc3nc(C)nn23)CC1	-4	3	19	-1	-12	-3	-1	-24
N#Cc1nc(COc2cccc(Cl)c2)oc1NCCN1CCOCC1	1	-51	-16	-8	-10	-3	-2	-18
CC(C)(CO)N1CCN(C(=S)Nc2ccccc2)CC1	-25	6	21	8	-8	-8	-1	-7
